# Pf gamet viab: inhibitors of late stage P. falciparum gametocyte viability | P. falciparum stage V gametocytes, ATP luminescence, 24 h | inhibition, % at 10.9 µM | hit rate 0.065% among 150,000 | AID 743093;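 active means inhibition above the mean plus 3 SD of compounds within the control limits, set per campaign, cut at about 38% in these data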;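 further: 0% = DMSO wells and 100% = medium only without gametocytes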
# Mcl1-Noxa inh: Mcl-1/Noxa interaction inhibition. Q07820. TR-FRET Mcl-1/Noxa peptide binding, 2 h. inhibition, % at 21.7 µM. hit rate 1.5% among 220,000. AID 1022;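 active means compounds that cut the protein-peptide binding signal by more than 50% relative to plate controls in a single-dose test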;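 further: His-tagged Mcl-1 with rhodamine Noxa BH3 peptide and terbium anti-His antibody; 0% = Mcl-1 plus Noxa peptide wells and 100% = peptide-only wells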
# Target sequence (Q07820 whole entry, looked up): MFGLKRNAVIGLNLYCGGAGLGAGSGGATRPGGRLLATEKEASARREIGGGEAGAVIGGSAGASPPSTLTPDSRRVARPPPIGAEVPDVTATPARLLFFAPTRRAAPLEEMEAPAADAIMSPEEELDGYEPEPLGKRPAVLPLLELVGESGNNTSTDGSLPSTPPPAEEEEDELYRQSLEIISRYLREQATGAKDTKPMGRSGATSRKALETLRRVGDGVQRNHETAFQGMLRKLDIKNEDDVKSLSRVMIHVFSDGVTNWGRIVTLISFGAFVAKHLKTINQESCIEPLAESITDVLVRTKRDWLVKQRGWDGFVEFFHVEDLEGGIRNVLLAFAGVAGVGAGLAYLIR
# Avidin bead fluor: avidin bead compound fluorescence profile; hit rate 0.38% among 220,000; AID 1775; fluorescence (KMESF) at 10 µM; Avidin beads, compound fluorescence 488/530 nm, flow cytometry; stronger effect = higher value; in the data active means fluorescence above about 47; further: inactives centre near 10
# Mcl1 Bid PPI: disrupts binding of human Mcl-1 to Bid peptide; Q07820; TR-FRET Mcl-1/Bid-Dy647 peptide binding, 1536-well; inhibition, % at 21.7 µM; hit rate 0.97% among 220,000;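 active means compounds that cut the binding signal by more than half at the single screening dose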;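 further: His-tagged Mcl-1 with europium anti-His antibody binding Bid BH3 peptide; 0% = Mcl-1 plus peptide wells and 100% = peptide-only wells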
# The depositor's hits bear a star.
entry | molecule | Pf gamet viab | Mcl1-Noxa inh
1 | O=C(NCc1ccc(F)cc1)c1ccc(CNc2c(N3CCOCC3)c(=O)c2=O)cc1 | 4 | 15
2 | COCCCNC(=O)c1c(N)n(-c2ccccc2)c2nc3ccccc3nc12 | 12 | 4
3 | O=C(/C=C/c1ccccc1Cl)Nc1ccccc1 | -5 | 1
4 | CCc1cccc(C)c1NC(=O)N(C)C1CCCCC1 | -7 | -1
5 | Cn1c(=O)c2[nH]c(N=NNc3ccccc3F)nc2n(C)c1=O | -2 | 19
6 | O=C(c1cccs1)N1CCN(c2ncc(Br)cn2)CC1 | -13 | 3
7 | COCCNCc1nc2sc(C)c(-c3ccccc3)c2c(=O)[nH]1 | -12 | 4
8 | COC(=O)c1ccc(COc2ccccc2/C=N/O)o1 | 6 | -2
9 | Cc1cc(NC(=O)c2cc(C(C)(C)C)oc2C)no1 | -9 | -2
10 | O=C1CC(c2cccs2)Cc2nc(NC(=O)C3CC3)ncc21 (stereo not drawn) | -10 | 3

entry | Avidin bead fluor | Mcl1 Bid PPI
1 | 6 | -7
2 | 4 | -48
3 | 7 | -12
4 | 11 | 12
5 | 7 | -143
6 | 6 | -7
7 | 3 | 17
8 | 5 | -41
9 | 4 | -18
10 | 7 | 7

# Entries of single compounds, quoted from the list. Order of values: Pf gamet viab | Mcl1-Noxa inh | Avidin bead fluor | Mcl1 Bid PPI
# COCCCNC(=O)c1c(N)n(-c2ccccc2)c2nc3ccccc3nc12 is entered as 12 | 4 | 4 | -48
# O=C(NCc1ccc(F)cc1)c1ccc(CNc2c(N3CCOCC3)c(=O)c2=O)cc1 is entered as 4 | 15 | 6 | -7
# COC(=O)c1ccc(COc2ccccc2/C=N/O)o1 is entered as 6 | -2 | 5 | -41

# Remaining list, next part.
entry | molecule | Pf gamet viab | Mcl1-Noxa inh
11 | Cc1ccc(Cl)cc1NC(=O)C1CC(=O)Nc2ncnn21 (stereo not drawn) | -24 | -9
12 | Cc1ccc(NC(=S)N2CCN(c3nccc(C(F)(F)F)n3)CC2)c(C)c1 | 6 | -4
13 | NC1=NC[C@H](c2ccccc2)N1CCCCC1CCCCC1 | 4 | 5
14 | CCOc1ccc(NC(=O)c2ccc(CNc3c(N4CCCC4)c(=O)c3=O)cc2)cc1 | 14 | 19
15 | O=c1[nH]c(-[n+]2ccccc2)c(/C=N/N=C(\[O-])c2ccccc2)s1 | -2 | 11
16 | Cc1cc(C)cc(OCC(=O)O/N=C(\N)c2ccccc2Cl)c1 | -8 | 0
17 | O=C(Nc1ccc(-c2csc(Nc3cccc(C(F)(F)F)c3)n2)cc1)c1cccc(C(F)(F)F)c1 | -19 | 17
18 | CCC(CC)NC(=O)Cn1c(C(C)NC(C)=O)nc2ccccc21 (stereo not drawn) | -24 | -12
19 | COc1ccc([N+](=O)[O-])cc1NC(=O)COC(=O)c1ccccc1O | -2 | 3
20 | CC(C)CCN1C(=O)CC(NNC(=O)c2ccc(S(=O)(=O)N3CCCC3)cc2)C1=O (stereo not drawn) | 15 | 4

entry | Avidin bead fluor | Mcl1 Bid PPI
11 | 7 | -48
12 | 4 | -29
13 | 11 | -12
14 | 8 | -39
15 | 6 | -25
16 | 6 | -22
17 | 7 | -98
18 | 16 | -26
19 | 6 | -11
20 | 7 | -23

# (continued)
entry | molecule | Pf gamet viab | Mcl1-Noxa inh
21 | CCc1c(C)nc(SCC(=O)N2CCCCC2CC)[nH]c1=O (stereo not drawn) | -7 | 45
22 | CC1(C)CC2CC(C)(CN2/C=N/c2sc3c(c2C#N)CC(C)(C)NC3(C)C)C1 (stereo not drawn) | -15 | 3
23 | COc1cc(NC(=O)COC(=O)c2cnccn2)c(C)cc1[N+](=O)[O-] | 11 | 20
24 | O=C(NNC1=Nc2ccccc2SC1)c1ccc(F)cc1 | -10 | -3
25 | CC1(C)C2([N+](=O)[O-])CN3CC1([N+](=O)[O-])CN(C2)C3C(O)C(O)C(O)CO (stereo not drawn) | -44 | -10
26 | NNC(=O)CSc1nc(-c2ccccc2)cn1-c1ccccc1 | -4 | 19
27 | CC(=O)c1cnn(-c2ccc(Cl)c(Cl)c2Cl)c1C | -17 | -14
28 | COC(=O)/C=C(\Oc1ccccc1)C1(O)CCCCC1 | -8 | 12
29 | O=[N+]([O-])c1c(-c2cn[nH]c2)n[nH]c1-c1cn[nH]c1 | -10 | 23
30 | CSc1nn2c(C(F)(F)F)cc(C(F)(F)F)nc2c1C(=O)O | -30 | -5

entry | Avidin bead fluor | Mcl1 Bid PPI
21 | 8 | -42
22 | 13 | -29
23 | 6 | 4
24 | 8 | -27
25 | 5 | -10
26 | 6 | -17
27 | 6 | -10
28 | 6 | -6
29 | 11 | 12
30 | 7 | -9

# (continued)
entry | molecule | Pf gamet viab | Mcl1-Noxa inh
31 | CCOC(=O)N1CCN(C(=O)/C(=C\c2ccc(SC)cc2)NC(=O)c2ccccc2)CC1 | 13 | 4
32 | C=CCSc1nc2c(c(=O)[nH]1)C(c1ccccc1)C(C#N)=C(N)O2 (stereo not drawn) | 0 | 24
33 | CC(Oc1ccccc1)C(=O)Nc1cccc(NC(=O)c2ccco2)c1 (stereo not drawn) | -40 | 8
34 | O=C1C(Cc2ccc(O)cc2)NC(=S)N1C1CCCCC1 (stereo not drawn) | 2 | -10
35 | COc1cc(OC)c2c(-c3ccccc3)cc(=O)oc2c1C(CCN1CCN(c2ccccc2)CC1)c1ccc(N(C)C)cc1 (stereo not drawn) | 4 | -20
36 | CCOC(=O)NC(=O)c1cn(Nc2ncc(C(F)(F)F)cc2Cl)c(=O)[nH]c1=O | 21 | 9
37 | Cn1nc(-c2ccc(C(=O)NCCO)cc2)c2ccccc2c1=O | 11 | -4
38 | O=C(Cc1ccc(Br)cc1)N/N=C/c1ccc(-c2cccc(C(=O)O)c2)o1 | -7 | 19
39 | COC(=O)c1c(C(=O)OC)c2n(c1C)CCS2 | -12 | 2
40 | Cc1cccc(OCC(=O)NCC(=O)N/N=C/c2c(C)[nH]c3ccccc23)c1 | -7 | 6

entry | Avidin bead fluor | Mcl1 Bid PPI
31 | 8 | -78
32 | 8 | -55
33 | 6 | -2
34 | 7 | -37
35 | 9 | -142
36 | 5 | -9
37 | 4 | -13
38 | 5 | 7
39 | 6 | -19
40 | 9 | -79

# The list continues:
entry | molecule | Pf gamet viab | Mcl1-Noxa inh
41 | CC(C)(C)OC(=O)NCCCC[C@H](NC(=O)c1[nH]cnc1C(=O)Nc1ccc(CNC(=O)OC(C)(C)C)cc1)C(=O)OC(C)(C)C | 3 | -104
42 | COc1ccc(N=C2SC(C(=O)Nc3ccc(C(=O)O)cc3)CC(=O)N2Cc2cccs2)cc1 (stereo not drawn) | 22 | 1
43 | COC(=O)c1ccc(S(=O)(=O)NCc2ccco2)n1C | -9 | -22
44 | OCC(O)C1OC(Nc2ccc(Cl)cc2)C(O)C1O (stereo not drawn) | 10 | -29
45 | S=c1nc(-c2cc(Cl)cc(Cl)c2)[nH][nH]1 | -18 | 1
46 | O=C(N/N=C/c1ccccc1OC(F)F)NC1CCCCC1 | -8 | 6
47 | COc1cccc(SCC(=O)N2CCN(c3ccccc3)CC2)c1 | 12 | 1
48 | CC(C)(C)c1cc(C(=O)NC2CC2)n(Cc2ccc(F)cc2)n1 | 4 | -6
49 | CC(C)Cc1nc2oc3c(Cl)ncnc3c2c2c1CCCC2 | -1 | -6
50 | CC(C)c1ccc(/C=N/N2CCN(c3ccccn3)CC2)cc1 | -7 | 3

entry | Avidin bead fluor | Mcl1 Bid PPI
41 | 10 | -37
42 | 6 | -3
43 | 8 | -7
44 | 6 | -13
45 | 5 | -41
46 | 8 | -17
47 | 7 | -48
48 | 8 | -36
49 | 3 | -12
50 | 9 | -10

# Following part
entry | molecule | Pf gamet viab | Mcl1-Noxa inh
51 | COc1cc(O)c(C(CCN2CCN(c3ccccc3)CC2)c2ccc(N(C)C)cc2)c(OC)c1 (stereo not drawn) | -7 | -7
52 | O=C(Cc1ccccc1)NC1(O)C(=O)c2ccccc2C1=O | 9 | 2
53 | COc1cccc(C2c3c(-c4ccccc4O)n[nH]c3C(=O)N2Cc2ccco2)c1 (stereo not drawn) | -3 | -3
54 | CN(C)c1ccc(N2C(=O)CC(c3ccccc3)CC2=O)cc1 | -9 | 9
55 | Cc1ccc(-c2c[n+](Cc3cccc(Cl)c3)c3n2CCC3)cc1 | 7 | -11
56 | NC(=O)COC(=O)c1cc([N+](=O)[O-])ccc1NCCO | 5 | -5
57 | COC(=O)c1cc(S(=O)(=O)Nc2ccsc2C(=O)OC)oc1C | 7 | 18
58 | CC(=O)c1c(C(=O)O)c2ccccc2[nH]c1=O | 10 | 3
59 | Cc1ccc(S(=O)(=O)Oc2ccccc2/C=C2/SC(=O)NC2=O)cc1 | 2 | 9
60 | Cc1ccc(S(=O)(=O)N2CCOCC2)cc1NC(=O)CSc1nc(N)cc(=O)[nH]1 | -4 | 0

entry | Avidin bead fluor | Mcl1 Bid PPI
51 | 8 | -122
52 | 13 | -8
53 | 8 | -4
54 | 10 | -13
55 | 7 | -12
56 | 7 | -15
57 | 9 | 8
58 | 6 | -7
59 | 9 | 1
60 | 11 | -23

# Other entries follow.
entry | molecule | Pf gamet viab | Mcl1-Noxa inh
61 | CCOC(=O)N1CCN(c2c(NCCN3CCN(c4ccccc4F)CC3)c(=O)c2=O)CC1 | 5 | 2
62 | Cc1onc(-c2ccccc2)c1CNS(=O)(=O)c1cccc(Br)c1 | -15 | 2
63 | CC(C)C(NC(=O)c1ccccc1NC(=O)c1ccco1)C(=O)NNC(=O)c1ccncc1 (stereo not drawn) | 3 | 24
64 | Nc1ccccc1SCc1c(Cl)cccc1Cl | 1 | 3
65 | S=c1[nH]nc(-c2cc(-c3ccccc3)n[nH]2)n1/N=C/c1ccc(Br)s1 | 3 | 70*
66 | Cc1ccnc2nc(C(=O)Nc3ccc(S(=O)(=O)N4CCCC4)cc3)nn12 | 11 | 12
67 | Cc1ccc(OCC(=O)NC(=S)Nc2ccc(Br)cn2)cc1 | 13 | 6
68 | COc1ccc(CCN(Cc2cc3ccc(C)cc3[nH]c2=O)C(C)=O)cc1OC | -7 | 5
69 | COCCOC(=O)c1nccnc1C(=O)Nc1ccc(S(=O)(=O)N2CCOCC2)cc1 | -22 | 8
70 | Cn1c2[n+](c3ccc(Cl)cc3c1=O)Cc1ccccc1-2 | -13 | -8

entry | Avidin bead fluor | Mcl1 Bid PPI
61 | 5 | -40
62 | 2 | -42
63 | 2 | -10
64 | 6 | -20
65 | 7 | 48
66 | 7 | -8
67 | 8 | -19
68 | 8 | -3
69 | 8 | -10
70 | 16 | 7

# Carrying on:
entry | molecule | Pf gamet viab | Mcl1-Noxa inh
71 | CN(C)c1ccc(NC(=S)N2CCN(c3ncc(C(F)(F)F)cc3Cl)CC2)cc1 | 8 | -4
72 | COc1ccc(-c2ccc(OC)c([C@H]3[C@@H]4C=CCC[C@@]4(C)C(=O)N3Cc3ccccc3)c2)cc1OC | -15 | 8
73 | COc1ccc(-c2cn[nH]c2C)cc1 | 7 | -5
74 | CCCCCCc1cc2cc(C(=O)OCC)c(=O)oc2cc1O | 25 | 3
75 | COc1ccc(N=Nc2cc(C)ccc2O)cc1 | -1 | 4
76 | N/C(=N\OC(=O)COc1ccccc1)c1ccncc1 | 6 | 3
77 | CNc1nc(-c2ccc3c(c2)CCN3C(=O)c2cccc(F)c2)cs1 | -28 | -16

entry | Avidin bead fluor | Mcl1 Bid PPI
71 | 5 | -40
72 | 12 | -13
73 | 6 | -9
74 | 9 | -5
75 | 5 | -13
76 | 10 | -6
77 | 7 | -117

# Molecules shown so far that contain an aryl methoxy group, in the order listed:
entry | molecule | Pf gamet viab | Mcl1-Noxa inh
19 | COc1ccc([N+](=O)[O-])cc1NC(=O)COC(=O)c1ccccc1O | -2 | 3
23 | COc1cc(NC(=O)COC(=O)c2cnccn2)c(C)cc1[N+](=O)[O-] | 11 | 20
35 | COc1cc(OC)c2c(-c3ccccc3)cc(=O)oc2c1C(CCN1CCN(c2ccccc2)CC1)c1ccc(N(C)C)cc1 (stereo not drawn) | 4 | -20
42 | COc1ccc(N=C2SC(C(=O)Nc3ccc(C(=O)O)cc3)CC(=O)N2Cc2cccs2)cc1 (stereo not drawn) | 22 | 1
47 | COc1cccc(SCC(=O)N2CCN(c3ccccc3)CC2)c1 | 12 | 1
51 | COc1cc(O)c(C(CCN2CCN(c3ccccc3)CC2)c2ccc(N(C)C)cc2)c(OC)c1 (stereo not drawn) | -7 | -7
53 | COc1cccc(C2c3c(-c4ccccc4O)n[nH]c3C(=O)N2Cc2ccco2)c1 (stereo not drawn) | -3 | -3
68 | COc1ccc(CCN(Cc2cc3ccc(C)cc3[nH]c2=O)C(C)=O)cc1OC | -7 | 5
72 | COc1ccc(-c2ccc(OC)c([C@H]3[C@@H]4C=CCC[C@@]4(C)C(=O)N3Cc3ccccc3)c2)cc1OC | -15 | 8
73 | COc1ccc(-c2cn[nH]c2C)cc1 | 7 | -5
75 | COc1ccc(N=Nc2cc(C)ccc2O)cc1 | -1 | 4

entry | Avidin bead fluor | Mcl1 Bid PPI
19 | 6 | -11
23 | 6 | 4
35 | 9 | -142
42 | 6 | -3
47 | 7 | -48
51 | 8 | -122
53 | 8 | -4
68 | 8 | -3
72 | 12 | -13
73 | 6 | -9
75 | 5 | -13

# Assay outcomes deposited in PubChem by several laboratories.

# These rows are one share of the data; rates above refer to the full screens.
